Assay outcomes from PubChem BioAssay.
12-LOX inh = ALOX12 (human) lipoxygenase inhibition. P18054. purified 12hLO, xylenol orange hydroperoxide absorbance. Potency, µM (doses to about 108 µM), for the others: at the top dose activity change, negative = inhibition, usual class: inhibitors. 580,000 compounds, 1.1% hits; note: % is set by controls: 0 for no effect and ±100 for the full control effect
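Purified human 12hLO (150 nM final) in 25 mM Hepes, 0.01% Triton X-100, pH 7.0 was preincubated 15 min at room temperature with compound. Then 40 uM arachidonic acid was added, 30 min. Hydroperoxide was read by Fe-XO absorbance ratio 573/405 nm.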
Vif-APOBEC3G blk = Vif-A3G binding inhibition | HeLa A3G-eYFP + Vif (tagged APOBEC3G with the HIV-1 protein that degrades it), YFP fluorescence, overnight | Potency, µM (series often up to 46.1 µM), without a hit: top-dose activity, negative = active, most hits filed as inhibitors | 410,000 compounds, 0.076% hits | AID 602310;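 note: % is set by controls: 0 for no effect and ±100 for the full control effect; nearly all actives have a fitted effect of over 60% in size; hits raise eYFP signal because A3G escapes Vif-driven loss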
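HeLa cells stably expressing Vif and C-terminally eYFP-tagged A3G, seeded overnight at 37 deg C, then exposed to compound by pintool overnight at 37 deg C. Rise in yellow fluorescence (Ex 488/Em 500-530, Acumen) marks blocked Vif-driven A3G degradation.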
mIDH1 inhibitor = inhibitors of human mutant IDH1 R132H; O75874; IDH1-R132H enzyme, NADPH consumption, diaphorase/resazurin fluorescence; Potency, µM (series often up to 76.6 µM), for inactives: at the highest dose activity change, negative = inhibition, usual class: inhibitors; 390,000 compounds, 0.093% hits; note: % is set by controls: 0 for no effect and ±100 for the full control effect; nearly all actives have a fitted effect of over 65% in size
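IDH1-R132H (0.5 ug/mL dispensed) in pH 7.5 Tris buffer was preincubated 30 min with compound, then given a substrate mix of 0.016 mM NADPH and 2 mM alpha-KG for 80 min at room temperature; remaining NADPH was read by diaphorase/resazurin fluorescence.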
Vif-APOBEC3F blk = inhibitors of Vif-A3F interaction. 390,000 compounds, 0.2% hits. AID 602313. Potency, µM (series often up to 46.1 µM), for the others: at the top dose activity, negative = active. HeLa A3F-eYFP + Vif (tagged APOBEC3F with the HIV-1 protein that degrades it), YFP fluorescence increase; note: % of control where 0% means no effect; nearly all actives have a fitted effect of over 65% in size
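HeLa cells stably expressing Vif plus C-terminally eYFP-tagged A3F were seeded, incubated overnight at 37 deg C, dosed with compound, incubated overnight again at 37 deg C. Yellow fluorescence (Ex 488/Em 500-530) reported blocked Vif-mediated A3F-eYFP degradation.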
USP1 inh = inhibitors of human USP1/UAF1 deubiquitinase; O94782; recombinant USP1/UAF1, Ub-Rhodamine cleavage fluorescence; Potency, µM (titrated, usually from 57.1 µM), for inactives: top-dose activity change, negative = inhibition, usual class: inhibitors; 390,000 compounds, 0.23% hits; AID 743255; note: % is set by controls: 0 for no effect and ±100 for the full control effect; nearly all actives have a fitted effect of over 60% in size; inactives centre near -12
Target sequence (O94782 whole entry, looked up): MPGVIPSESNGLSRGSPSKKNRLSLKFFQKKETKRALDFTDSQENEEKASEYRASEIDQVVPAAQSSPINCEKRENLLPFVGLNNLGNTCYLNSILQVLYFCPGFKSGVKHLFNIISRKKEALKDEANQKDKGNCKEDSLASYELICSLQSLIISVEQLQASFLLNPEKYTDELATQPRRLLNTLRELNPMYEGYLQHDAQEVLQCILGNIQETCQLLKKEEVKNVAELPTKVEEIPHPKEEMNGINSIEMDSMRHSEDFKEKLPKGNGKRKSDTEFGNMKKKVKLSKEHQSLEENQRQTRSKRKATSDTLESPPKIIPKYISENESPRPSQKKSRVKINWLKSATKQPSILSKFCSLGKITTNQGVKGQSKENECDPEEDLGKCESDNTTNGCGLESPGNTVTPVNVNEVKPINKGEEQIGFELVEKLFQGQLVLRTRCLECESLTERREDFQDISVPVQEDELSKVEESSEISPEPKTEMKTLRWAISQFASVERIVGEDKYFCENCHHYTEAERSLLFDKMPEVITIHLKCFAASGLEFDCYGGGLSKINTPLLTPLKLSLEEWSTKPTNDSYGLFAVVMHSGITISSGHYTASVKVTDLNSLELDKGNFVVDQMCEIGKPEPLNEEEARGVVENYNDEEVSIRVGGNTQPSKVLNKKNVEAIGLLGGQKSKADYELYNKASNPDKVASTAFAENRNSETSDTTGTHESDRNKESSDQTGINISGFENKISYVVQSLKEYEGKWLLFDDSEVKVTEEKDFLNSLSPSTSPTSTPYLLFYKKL
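1 nM enzyme complex + cpd, 15 min RT; start with Ub-Rho 150nM final; kinetic fluorescence ex 480/em 540, 6 reads q60 s. Buffer 50mM HEPES pH 7.8, 0.5mM EDTA, 0.1 mg/ml BSA, 1mM TCEP, 0.01% Tween-20.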
TrxR1 inh = rat TrxR1 inhibition; O89049; recombinant rTrxR1, NADPH fluorescence consumption, selenite substrate; Potency, µM (highest dose often 114 µM), inactives show top-dose activity change, negative = inhibition, actives largely listed as inhibitors; 390,000 compounds, 1% hits; note: % is set by controls: 0 for no effect and ±100 for the full control effect; nearly all actives have a fitted effect of over 65% in size
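Rat TrxR1 (90 nM in the dispensed reagent) was pre-reduced with 400 uM NADPH for 5 min at room temperature, then incubated with compound for 15 min. After 400 uM selenite was added, NADPH fluorescence (Ex 340/Em 450 nm) was followed for 8 min.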
RXFP1 agonist = agonists of human relaxin receptor RXFP1; HEK293T-RXFP1 cAMP TR-FRET, 30 min; response scale: percent of porcine relaxin response, buffer zero; Potency, µM (doses to about 57.5 µM), for the others: at the highest dose activation, usual class: activators; 370,000 compounds, 0.3% hits; AID 2676; note: % is set by controls: 0 for no effect and ±100 for the full control effect; nearly all actives have a fitted effect of over 60% in size; many of its hits are not listed in these tables
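Agonist response is measured as cAMP accumulation in an RXFP1-transfected HEK293T line under PDE4 inhibition. Values are scaled between buffer-only and 29 nM porcine relaxin, and EC50s come from standard Hill equation fits.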
RGS4 inhibitor = blocks human RGS4-accelerated GTP hydrolysis | P49798 | Potency, µM (titrated, usually from 114 µM), inactives show top-dose activity change, negative = inhibition, most hits filed as inhibitors | Transcreener GDP fluorescence polarization, RGS4-accelerated GTP hydrolysis | 390,000 compounds, 0.039% hits | AID 504845; note: % is set by controls: 0 for no effect and ±100 for the full control effect; nearly all actives have a fitted effect of over 75% in size; some results filed as inactive show a strong effect at the top dose
Target sequence (P49798 whole entry, looked up): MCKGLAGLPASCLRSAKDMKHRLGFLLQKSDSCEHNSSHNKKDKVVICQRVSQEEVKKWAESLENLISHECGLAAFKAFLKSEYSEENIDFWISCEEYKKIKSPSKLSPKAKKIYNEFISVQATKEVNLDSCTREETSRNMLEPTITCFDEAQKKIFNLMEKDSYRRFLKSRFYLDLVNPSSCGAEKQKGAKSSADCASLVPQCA
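MLSMR compounds (23 nl, pin-transferred) preincubated 10 min at room temperature with a 500nM (2x) first reagent, then RGS4 at 900nM (2x) plus Transcreener GDP mix added; fluorescence polarization (620/688 nm) read before and after 90 min at 30 °C.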
TrxR1 substrate = substrates of rat thioredoxin reductase 1 | 390,000 compounds, 0.01% hits | O89049 | purified TrxR1 substrate turnover, NADPH consumption readout | AID 588456 | Potency, µM (top dose mostly 114 µM), without a hit: at the top dose activity change, negative = substrate turnover; note: % is set by controls: 0 for no effect and ±100 for the full control effect; nearly all actives have a fitted effect of over 50% in size
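Rat TrxR1, dispensed at 90 nM, was prereduced with 400 uM NADPH (final) for 5 min at ~22 deg C, then incubated with compound 15 min before 400 uM selenite. A first-read NADPH fluorescence drop versus no-compound background flagged substrates.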
Active calls of the source: *; ? = inconclusive; / = no result given; [ ] = dose if it differs, or a comment. Calls come from the whole dose curve; as a rule, active = well fitted curve in the direction sought with a large enough effect; inconclusive = small, poorly fitted or top-dose-only effect, or another doubt; inactive = no such curve, though single readings can be large; an effect the other way counts as inactive or inconclusive. Potency is the fitted concentration of half-maximal effect.

Order of results – 12-LOX inh, Vif-APOBEC3G blk, mIDH1 inhibitor, Vif-APOBEC3F blk, USP1 inh, TrxR1 inh, RXFP1 agonist, RGS4 inhibitor, TrxR1 substrate
COc1cccc(/C=C2\SC(=S)N(C(C)C(=O)NC3C=CS(=O)(=O)C3)C2=O)c1 (stereo not given)
 : -10%, 1%, -10%, 3%, -11%, -17%, 1.3%, -47%[56.9 µM], -10%
COC(=O)c1cccc(C23CC4(C2)[C@H](CN(C)[C@@H]4c2ccccc2)C3c2ccc(C(F)(F)F)cc2)c1 (stereo not given in full)
 : -19%, 3%, -2%, 2%, -27%, 4%[57.1 µM], 0.5%, 15%, 0%[57.1 µM]
O=C(NCC1CCN(Cc2ccccc2F)CC1)Nc1cccc(Br)c1
 : 0%, 3%, 23%, -16%, -6%, 23%[57.1 µM], 0.6%, 13%, 13%[57.1 µM]
CCS(=O)(=O)N1CC(=O)N(c2cccc(C)c2C)C(C)(C(=O)NC2CCCCC2)C1 (stereo not given)
 : -16%, 7%, 7%, -6%, -13%, 5%, 3.9%, -12%, -4%
O=C(Nc1cccc(-c2cccc(Cl)c2)c1)C1CCN(Cc2nccs2)CC1
 : 3%, -17%, 7%, 3%, -33%, /, /, /, /
O=C(CSc1nnc(NC(=O)c2ccco2)s1)NC1CCCC1
 : -13%, 0%, 0%, 1%, -2%, -2%, 1.2%, -15%, -11%
Cc1cc(C)c2cc(C(=O)N3CCC(Cc4ccccc4)CC3)[nH]c2c1
 : 13%, 1%, 3%, 4%, -14%, 36%[activator][57.1 µM], 7.0%, -16%, -13%[57.1 µM]
CCOc1ccc(NC(=O)CN(C)C(=O)c2ccccc2OCCOc2ccccc2)cc1OCC
 : 197%[activator], -4%, -5%, 11%, -6%, 0%, 3.5%, 1%, -4%
[O-]/[N+](=C/c1ccccc1)c1ccccc1
 : -2%, 8%, -8%, 0%, -11%, -1%, 0.3%, -6%, -6%
CC(=O)Nc1ccc(NC(C)=O)c(NC2OCC(O)C(O)C2O)c1 (stereo not given)
 : -3%, 5%, 7%, 7%, -20%, 14%, 3.3%, -6%, 3%
CCOc1ccc(NC(=O)C(C)Sc2nnc(C)n2C)cc1 (stereo not given)
 : 404%[activator], -1%, 5%, -7%, -7%, 7%[57.1 µM], -0.2%, ?, 6%[57.1 µM]
CCOc1ccc(S(=O)(=O)N(CC(=O)NCCSc2ccccc2)c2ccccc2)cc1
 : 0%, 2%, 23%, -6%, -11%, 16%, -0.1%, 18%, 3%
O=C1CCN(S(=O)(=O)c2ccccc2)N1
 : -19%, -9%, 3%, 3%, -13%, -14%, 0.8%, -12%, -7%
Cc1c(N=N/C(C(=O)Nc2ccccc2)=C(/O)c2ccccc2)c(=O)n(-c2ccccc2)n1C
 : 3%, -3%, -5%, 10µM*, ?, -7%[57.1 µM], -2.3%, 3%, -6%[57.1 µM]
Cc1nn(C)c(C)c1/C=C(\C#N)S(=O)(=O)c1ccc(F)cc1
 : -14%, 2%, 12%, 3%, -19%, /, /, /, /
Cc1ccc(-c2cc3nc(C)cc(NCc4ccco4)n3n2)cc1
 : -12%, -4%, 19%, -9%, -26%, 12%, 1.6%, -34%, 42%[activator]
COc1cc(/C=N/NC(=O)c2ccccn2)ccc1OC(=O)c1ccc(Br)cc1
 : 0%, 4%, 4%, 7%, -13%, -11%, -0.3%, -41%, -11%
Cc1ccccc1NC(=S)N(Cc1ccco1)C(C)c1cccs1 (stereo not given)
 : -6%, -1%, 12%, -19%, -14%, 2%, 1.1%, -15%, -8%
Cc1cc(C)c[n+](CC(=O)c2ccccc2)c1
 : 13%, -1%, 0%, 5%, -4%, 4%, 0.4%, 18%, 0%
Cc1cccc(OC(=O)CSc2nnc(CNC(=O)c3ccccc3)o2)c1C
 : -9%, 4%, -4%, -1%, -7%, 15%, -2.7%, 6%, 3%
CC(/C=C1\SC(=O)N(CC(=O)Nc2ccc(O)cc2)C1=O)=C\c1ccccc1
 : 13%, -28%, -22%, -2%, -18%, 12%, -1.3%, -16%, 0%
O=C(COC(=O)/C=C/c1ccccc1Cl)NCc1ccco1
 : -10%, -5%, 0%, -2%, -6%, 23%[57.1 µM], 1.8%, -20%, -4%[57.1 µM]
O=C(COc1ccc(Cl)cc1Br)Nc1ccccc1N1CCCC1
 : -4%, -6%, 4%, -16%, -25%, -3%, 5.7%, -7%, -10%
Cc1cc(OCC(=O)N2CCN(c3ccccn3)CC2)c(C)cc1Br
 : 264%[activator], -5%, -2%, -2%, -16%, 5%, 2.1%, -1%, 0%
COc1ccc(-c2cc(C(=O)Nc3cccnc3Cl)no2)cc1
 : -7%, 10%, -6%, 5%, -2%, 28%, 17%, 7%, 3%
CN(CC(=O)N1CCN(c2ccccn2)CC1)S(=O)(=O)c1ccc(Br)cc1
 : 7%, 1%, 10%, 6%, -9%, -5%, 1.3%, 3%, 8%
CCN(CC(=O)N1CCc2ccccc2C1)S(=O)(=O)c1ccc2ccccc2c1
 : 20%, -1%, 2%, 1%, -11%, 14%, 1.5%, 6%, 1%
N#CCC(=O)N/N=C/c1cn(Cc2ccc3ccccc3c2)c2ccccc12
 : 266%[activator], -16%, 5%, -22%, -7%, 17%[57.1 µM], -0.2%, -28%, 2%
CCN(CC)CCNC(=O)/C(=C\c1cccn1C)NC(=O)c1cccs1
 : -10%, 1%, 2%, -1%, -9%, -29%, -2.7%, -21%, -28%
COc1ncccc1-c1nnn(-c2ccc(C)cc2)n1
 : -27%, -3%, 4%, -12%, -4%, 8%, -0.1%, 28%, 0%
CCOc1ccc(N2CC(C(=O)Nc3nnc(CC)s3)CC2=O)cc1 (stereo not given)
 : ?, -3%, 0%, -9%, -11%, 6%, 0.3%, -31%, 4%[0.457 µM]
NC(=O)NC(=O)CSc1nc2sc(-c3ccccc3)cc2c(=O)n1-c1ccccc1
 : -8%, 1%, -8%, 15%, -32%, 13%, 1.1%, -22%, 6%
O=C(NCCC1=CCCCC1)c1cc(COc2ccc(F)cc2Cl)on1
 : 0%, 0%, 6%, -5%, -23%, 29%, -0.1%, -9%, 5%
Cc1ccc(NC(=O)c2ccc(S(=O)(=O)NCC3CCCO3)cc2)cc1C (stereo not given)
 : -2%, -5%, 4%, 4%, -14%, 19%[57.1 µM], 2.0%, -31%, -5%
O=C(NCc1cccc(Br)c1)c1cccn1-c1nnc(N2CCCCC2)s1
 : -6%, -1%, 0%, 3%, -8%, 14%[57.1 µM], 0.5%, 15%, 0%[57.1 µM]
CC1CCCCN1C(=O)c1ccc(C(=O)N2CCCCC2C)cc1 (stereo not given)
 : 14%, 3%, 5%, -15%, -3%, 16%, 0.2%, -11%, -2%
Cc1nc(C)n(C(C)CNS(=O)(=O)c2ccc(C)c(C)c2)n1 (stereo not given)
 : 9%, 1%, -1%, -1%, ?, 15%, 1.4%, -9%, -1%
O=C(N/C(=C/c1cccc([N+](=O)[O-])c1)C(=O)N1CCCC1)c1ccccc1
 : 1%, -5%, -2%, 5%, -7%, 19%, 1.4%, -2%, 2%
NS(=O)(=O)c1ccc(CCNC(=O)Cc2ccc(Cl)cc2)cc1
 : 20%, 1%, 4%, 7%, -19%, 10%[57.1 µM], -1.8%, -4%, 7%[57.1 µM]
O=C(CSc1ccc(Cl)cc1)N1CCN(c2c(Cl)cccc2[N+](=O)[O-])CC1
 : 357%[activator], -1%, 3%, -14%, -19%, ?, 0.8%, -23%, ?
CCCCNC(=O)c1ccc2c(=O)n(CCCOCC)c(=S)[nH]c2c1
 : -14%, -7%, 12%, -10%, -14%, 2%, 11%, 9%, -6%
CCN(Cc1ccccc1)C(=O)Cn1c(=O)n(Cc2ccccc2)c(=O)c2c1c1cc(OC)ccc1n2C
 : -13%, -3%, -17%, -3%, -5%, 70%[activator], ?, 5%, 35%
Cc1c(Cl)cnc(NC(=O)COC(=O)c2cc3c(s2)CCC(C)C3)c1Cl (stereo not given)
 : -9%, -1%, 4%, -13%, -26%, 12%, 3.3%, 15%, 5%
Cc1cc(N2CCCN(C)CC2)nc2cc(Cl)ccc12
 : ?, -5%, 2%, -4%, -4%, -7%, 0.0%, 13%, 10%
CCn1cc(C(=O)NCCCN2CCN(C)CC2)c(=O)c2cc(S(=O)(=O)N3CCc4ccccc4C3)ccc21
 : -10%, 0%, 1%, -5%, -8%, 18%, 0.9%, 11%[56.9 µM], -2%
CCCn1c(SCC(=O)NCc2ccccc2)n[nH]c1=O
 : -6%, 2%, 0%, ?, -18%, 5%[57.1 µM], 3.2%, -5%, 4%[57.1 µM]
Cc1cccc(CCNC(=O)CCc2c(C)nc3c4c(C)cc(C)nc4nn3c2C)c1
 : -3%, /, /, /, ?, ?, 12%, -4%, 18%

Two of the compounds above, tab-delimited:
Molecule	12-LOX inh	Vif-APOBEC3G blk	mIDH1 inhibitor	Vif-APOBEC3F blk	USP1 inh	TrxR1 inh	RXFP1 agonist	RGS4 inhibitor	TrxR1 substrate
O=C(N/C(=C/c1cccc([N+](=O)[O-])c1)C(=O)N1CCCC1)c1ccccc1	1%	-5%	-2%	5%	-7%	19%	1.4%	-2%	2%
NS(=O)(=O)c1ccc(CCNC(=O)Cc2ccc(Cl)cc2)cc1	20%	1%	4%	7%	-19%	10%[57.1 µM]	-1.8%	-4%	7%[57.1 µM]

This is a subset, so the mix of outcomes need not match the whole.
